XiGFP reactiv – X-chromosome reactivation activator. 0.055% of 360,000 active. activation, % at 7.58 µM. XiGFP mouse fibroblasts, % GFP-positive cells imaging, 3 d; cells co-treated with 5-aza-dC sensitizer; scaled so ellipticine positive control = 100%;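 active = mean normalized replicate activation at least 10% and every replicate at or above 10%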;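 also: 0% = median of on-plate neutral control wells and 100% = ellipticine 6 µM median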
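Assay system – SV40-immortalized XiGFP fibroblast cells, line 68-5-11 · Buffer or medium – DMEM supplemented with 5-aza-dC as sensitizing agent · Dosing – one concentration, pinned · Benchmarks – positive control ellipticine, 6 µM final · Times – 3 days compound exposure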
ERp5 block – ERp5 (human) disulfide isomerase inhibition. inhibition, % at 9.99 µM. Q15084. ERp5 insulin aggregation, absorbance 650 nm, 90 min. 0.05% of 350,000 active. AID 651711;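 active = mean replicate inhibition above about 25%, with every replicate also reaching it, limit read from the data, passing the limit was not always enough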
Target sequence (Q15084 whole entry, looked up): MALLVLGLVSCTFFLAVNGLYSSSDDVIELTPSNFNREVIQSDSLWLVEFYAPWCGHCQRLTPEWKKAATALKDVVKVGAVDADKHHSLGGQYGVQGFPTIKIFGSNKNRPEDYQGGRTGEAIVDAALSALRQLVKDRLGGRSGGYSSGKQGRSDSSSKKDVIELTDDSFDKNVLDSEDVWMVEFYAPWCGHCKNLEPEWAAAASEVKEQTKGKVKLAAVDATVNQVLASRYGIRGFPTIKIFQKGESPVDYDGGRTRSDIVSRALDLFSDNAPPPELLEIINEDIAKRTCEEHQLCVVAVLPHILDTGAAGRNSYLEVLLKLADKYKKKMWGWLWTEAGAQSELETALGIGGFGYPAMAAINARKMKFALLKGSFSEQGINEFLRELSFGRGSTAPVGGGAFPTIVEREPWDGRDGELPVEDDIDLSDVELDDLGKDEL
ERAP1 inh – ERAP1 (human) enzyme inhibition | recombinant ERAP1, Leu-AMC fluorescence, 60 min | inhibition, % at 10.7 µM | 0.15% of 340,000 active;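 active = mean replicate inhibition of at least 30%, or all replicates individually reaching that 30% level; inactive = mean below 30% and not every replicate reaching it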;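 also: 0% = neutral control wells and 100% = L-leucinethiol positive control wells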
esBAF inh – inhibitors of esBAF chromatin remodeling in mouse ES cells; reporter increase, % at 12.5 µM; 2% of 350,000 active; Bmi1-luciferase knock-in reporter, 24 h; 100% = twice the neutral-well signal; in the data active = activation above about 40%;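 also: 0% = median of the plate's neutral control wells and 100% = double that signal; a rise in the Bmi1 reporter signal indicates esBAF inhibition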
S100A4 MyoIIA – blocks human S100A4 binding to myosin IIA peptide | P26447 | S100A4/TAMRA-MyoIIA peptide fluorescence polarization | inhibition, % at 10.7 µM | 0.14% of 360,000 active | AID 652163;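 active = mean inhibition of at least 70% across replicates, with every replicate also reaching that level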
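incubation = readout 5 min after mixing, signal stable up to 60 min | system = S100A4 monomer protein | buffer or medium = HEPES pH 7.2 with CaCl2, KCl, NaCl, DTT, Triton | benchmarks = neutral control DMSO, positive control TFP | also added = fluorescent myosin IIA peptide, 5 nM | compound dosing = one concentration per compound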
RAD52 inh – inhibitors of human RAD52 DNA annealing; AID 651710; inhibition, % at 18.7 µM; P43351; recombinant RAD52 DNA annealing, FRET fluorescence; 0.46% of 360,000 active;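 active = every replicate showing at least 50% inhibition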
RAD54 branch – blocks human RAD54 Holliday junction branch migration; Q92698; FAM/BHQ fluorescence; inhibition, % at 10.4 µM; 0.14% of 360,000 active; AID 602329;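 active = mean normalized replicate activity at least 40 and at least half of replicates scoring 40 or more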;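 also: 0% = median of neutral control wells and 100% = median of positive control wells; inhibitors cause a drop in the FAM fluorescence signal; in these data hits start at about 50%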
E-selectin induc – E-selectin induction on HUVECs | HUVEC E-selectin immunofluorescence imaging; normalized: neutral wells 0, TNF-alpha wells 100 | activation, % at 7.58 µM | 0.37% of 260,000 active;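 active = mean E-selectin-positive cell signal at least 10% of the positive control, reached in at least 60% of replicates, without over 20% cell loss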;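 also: in these data hits start at about 27%; measured in HUVEC primary endothelial cells; signal is the percent of cells scored E-selectin positive by PE staining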
Target sequence (P16581 whole entry, looked up): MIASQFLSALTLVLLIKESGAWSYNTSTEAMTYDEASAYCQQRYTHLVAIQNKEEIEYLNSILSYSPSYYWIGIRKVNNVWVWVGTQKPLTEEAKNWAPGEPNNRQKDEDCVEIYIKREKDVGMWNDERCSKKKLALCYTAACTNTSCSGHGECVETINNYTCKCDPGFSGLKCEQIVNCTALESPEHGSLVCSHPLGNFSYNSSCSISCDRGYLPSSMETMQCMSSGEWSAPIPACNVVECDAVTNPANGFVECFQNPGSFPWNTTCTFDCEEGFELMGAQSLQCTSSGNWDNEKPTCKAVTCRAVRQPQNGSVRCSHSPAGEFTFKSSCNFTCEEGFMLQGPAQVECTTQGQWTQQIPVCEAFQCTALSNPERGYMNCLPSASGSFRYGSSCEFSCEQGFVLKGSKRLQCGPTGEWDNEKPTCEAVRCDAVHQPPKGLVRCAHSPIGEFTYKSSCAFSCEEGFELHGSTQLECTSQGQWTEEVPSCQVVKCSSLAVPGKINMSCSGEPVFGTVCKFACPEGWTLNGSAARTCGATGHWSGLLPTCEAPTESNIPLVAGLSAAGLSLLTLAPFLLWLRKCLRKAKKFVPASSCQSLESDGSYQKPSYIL
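Test system: HUVEC | Signal: Immunofluorescence imaging | Read-out: Percent E-selectin-positive cells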
Active calls of the source: *; nt = no result given; & = joins results of further samples.

nr | compound | XiGFP reactiv | RAD52 inh | S100A4 MyoIIA | ERAP1 inh | esBAF inh | E-selectin induc | ERp5 block | RAD54 branch
1 | O=C(CNC(=O)c1ccc(S(=O)(=O)N2CCCC2)cc1)N/N=C/c1ccc(F)cc1 | 0.0 | -13 | -6 | 0 | nt | nt | -5 | nt
2 | O=C(O)c1cc(-c2ccccc2)on1 | nt | -31 | -9 | 1 | 1 | nt | 3 | -7
3 | Cc1ncc(CN2CCC(CO)(Cc3ccccc3)CC2)s1 | -0.3 | -5 | 4 | nt | nt | -0.8 | 9 | nt
4 | COC(=O)C1=C(C)N(Cc2ccccc2C(F)(F)F)C(=NCc2ccccc2C(F)(F)F)NC1c1cccc(F)c1 (configuration not stated) | 1.4 | 10 | 0 | 2 | nt | -0.6 | -2 | nt
5 | O=C(CN1CCOCC1)Nc1ncc(Cc2cccc3ccccc23)s1 | nt | -12 | -7 | -4 | -9 | nt | 1 | 1
6 | CCOc1ccc(NC(=O)c2ccc3c(=O)n(-c4ccc(OC)cc4OC)c(=S)[nH]c3c2)cc1 | 0.1 | -7 | -2 | -3 | 4 | -0.1 | 0 | 13
7 | C[C@H](CO)N1C[C@H](C)[C@@H](CN(C)C(=O)Nc2ccccc2)Oc2ccc(NC(=O)Nc3ccc4c(c3)OCO4)cc2C1=O | -1.2&0.0 | -16 | 11 | -1 | -6&13 | -0.5&0.2 | -4 | -22&-1
8 | CNC[C@H]1Oc2ccc(NC(=O)Nc3ccc(F)cc3)cc2C(=O)N([C@@H](C)CO)C[C@H]1C | -0.2 | -28 | -4 | 1 | 0 | 0.0 | 0 | 10
9 | CC(=O)N/N=c1\sc2ccccc2n1C | 0.0 | -10 | 15 | -3 | 3 | 0.1 | -9 | -8
10 | C[C@H](CO)N1C[C@H](C)[C@@H](CN(C)C(=O)Cc2ccccc2)OCCCC[C@H](C)Oc2ccc(NC(=O)Nc3cccc4ccccc34)cc2C1=O | 0.0 | -33 | -13 | 1 | 0 | 0.4 | -2 | 2
11 | COc1ccc(C(=O)N[C@H](C(=O)N2CCN(c3ccccc3F)CC2)C(C)C)cc1 | 0.1 | -21 | -4 | 2 | nt | nt | 2 | nt
12 | O=C(Nc1nccs1)c1ccc(CSc2ccccc2)o1 | 0.0 | -14 | -6 | 2 | 39 | 0.3 | 0 | -1
13 | COc1ccc(S(=O)(=O)Nc2ccc3c(c2)CC(=O)N([C@H](C)CO)C[C@@H](C)[C@H](CN(C)S(=O)(=O)c2c(C)noc2C)O3)cc1 | -1.3 | nt | 7 | 1 | -2 | 0.0 | -3 | 0
14 | CCCNC(=O)N1C[C@H](O)COC[C@@H]2O[C@@H](CC(=O)N[C@@H]3CCN(Cc4ccccc4)C3)CC[C@H]21 | -0.1 | 11 | -24 | 3 | 2 | -0.1 | -3 | 12
15 | Cn1cc(CN2CCCC(CO)(Cc3ccccc3)C2)cn1 (configuration not stated) | 0.0 | -15 | -8 | 1 | -7 | -3.1 | 2 | 3
16 | O=C(NNc1c(Cl)cccc1Cl)C1CCC1 | 0.3 | -6 | 7 | -3 | nt | 8.7 | 3 | nt
17 | CN(C)CCCNC(=O)/C(=C/c1ccc(-c2ccc([N+](=O)[O-])cc2)o1)NC(=O)c1ccccc1 | 0.1 | 32 | -6 | 7 | 0 | nt | 0 | 34
18 | Nn1c(=O)[nH]c2c([nH]c3ccccc32)c1=O | -0.1 | 5 | 2 | nt | nt | 0.2 | -3 | nt
19 | COc1ccc(/C(N)=N/OC(=O)c2cccs2)cc1OC | 0.1 | -12 | 0 | -1 | nt | 5.3 | -4 | nt
20 | CC(=O)Nc1cccc(NC(=O)CSc2ccc(-c3ccccn3)nn2)c1 | 0.0 | -39 | -6 | -5 | nt | 18 | 3 | nt
21 | C=CCn1c(CCC(=O)O)ccc1-c1ccccc1 | nt | -19 | -5 | -3 | 1 | nt | 5 | 6
22 | O=C(NCc1ccc(F)cc1)[C@H]1[C@H](CO)[C@H]2Cn3c(cccc3=O)[C@@H]1N2CC1CCCC1 | 0.3 | -1 | 7 | 0 | 4 | -1.2 | -3 | -1
23 | CCOc1ccc(S(=O)(=O)Nc2cccc(C(=O)NCC(C)(C)N3CCOCC3)c2)cc1 | -0.2 | -3 | 3 | -2 | nt | -0.2 | -8 | nt
24 | C[C@@H]1CCCCO[C@@H](CN(C)Cc2ccncc2)[C@@H](C)CN([C@@H](C)CO)C(=O)c2cc(NC(=O)CCC(F)(F)F)ccc2O1 | 0.0 | 5 | 5 | -1 | 3 | 0.6 | 0 | -5
25 | CCc1ccc(-c2nc(CS(=O)CC(=O)NCCCN3CCOCC3)c(C)o2)cc1 (configuration not stated) | 0.0 | -24 | -1 | 0 | 4 | nt | 3 | -12

5 structures from above, arranged by length of the SMILES, high to low:
nr | compound | XiGFP reactiv | RAD52 inh | S100A4 MyoIIA | ERAP1 inh | esBAF inh | E-selectin induc | ERp5 block | RAD54 branch
22 | O=C(NCc1ccc(F)cc1)[C@H]1[C@H](CO)[C@H]2Cn3c(cccc3=O)[C@@H]1N2CC1CCCC1 | 0.3 | -1 | 7 | 0 | 4 | -1.2 | -3 | -1
6 | CCOc1ccc(NC(=O)c2ccc3c(=O)n(-c4ccc(OC)cc4OC)c(=S)[nH]c3c2)cc1 | 0.1 | -7 | -2 | -3 | 4 | -0.1 | 0 | 13
20 | CC(=O)Nc1cccc(NC(=O)CSc2ccc(-c3ccccn3)nn2)c1 | 0.0 | -39 | -6 | -5 | nt | 18 | 3 | nt
5 | O=C(CN1CCOCC1)Nc1ncc(Cc2cccc3ccccc23)s1 | nt | -12 | -7 | -4 | -9 | nt | 1 | 1
9 | CC(=O)N/N=c1\sc2ccccc2n1C | 0.0 | -10 | 15 | -3 | 3 | 0.1 | -9 | -8

Grouped by structure: the compounds so far with an aryl thioether with sulfur outside any ring (two)
nr | compound | XiGFP reactiv | RAD52 inh | S100A4 MyoIIA | ERAP1 inh | esBAF inh | E-selectin induc | ERp5 block | RAD54 branch
12 | O=C(Nc1nccs1)c1ccc(CSc2ccccc2)o1 | 0.0 | -14 | -6 | 2 | 39 | 0.3 | 0 | -1
20 | CC(=O)Nc1cccc(NC(=O)CSc2ccc(-c3ccccn3)nn2)c1 | 0.0 | -39 | -6 | -5 | nt | 18 | 3 | nt

(further entries)
nr | compound | XiGFP reactiv | RAD52 inh | S100A4 MyoIIA | ERAP1 inh | esBAF inh | E-selectin induc | ERp5 block | RAD54 branch
26 | C[C@H](CO)N1C[C@H](C)[C@H](CN(C)C(=O)NC2CCCC2)Oc2ncc(Br)cc2C1=O | -0.1 | -19&-11 | -16&-5 | 0&2 | -4&-4 | 0.4 | -6&-4 | -10&-2
27 | CCOC(=O)C1CCCN1C(=O)c1ccc(OC)c(Br)c1 (configuration not stated) | -0.1 | -4 | 1 | -3 | -1 | 1.2 | 8 | 3
28 | CN(C)CC#Cc1ccc([C@@H]2[C@@H](CO)N3C(=O)CN(C(=O)c4cccc(F)c4)C[C@@H]23)cc1 | 0.0 | 3 | -43 | -1 | nt | 0.2 | 2 | nt
29 | O=c1[nH]c(CN2CCN(S(=O)(=O)/C=C/c3ccccc3)CC2)nc2cc(Cl)ccc12 | nt | -17 | -3 | nt | nt | 0.4 | -1 | 3
30 | C[C@@H]1CCCCO[C@@H](CN(C)C(=O)c2ccncc2)[C@H](C)CN([C@@H](C)CO)C(=O)c2cc(NS(=O)(=O)c3cn(C)cn3)ccc2O1 | -1.3 | -12 | 5 | -1 | 0 | 1.3 | -4 | 4
31 | CON(C)S(=O)(=O)NC(=O)C1=C(N2CCCC2)COC1=O | 0.0 | -2 | -6 | nt | -12 | 0.7 | 7 | -6
32 | O=C(COc1ccc(S(=O)(=O)N2CCOCC2)cc1)Nc1cccc([N+](=O)[O-])c1 | 0.0 | -9 | 1 | -7 | 0 | -0.1 | 0 | 2
33 | COc1ccc2[nH]c3c(NCCCOC(C)C)ncnc3c2c1 | 0.0 | 15 | -5 | 0 | nt | -0.3 | 2 | nt
34 | CC(=O)OC[C@H]1O[C@@H](Oc2cc(O)cc3oc(-c4ccc(O)cc4)cc(=O)c23)[C@H](O[C@@H]2O[C@@H](C)[C@H](O)[C@@H](O)[C@H]2O)[C@@H](O)[C@@H]1O | 0.0 | -9 | -3 | 0 | -2 | 0.4 | 2 | 6
35 | CC1Oc2ccccc2OC1C(=O)Nc1nccs1 (configuration not stated) | -0.1 | 2 | -2 | -3 | nt | 4.7 | 4 | 3
36 | CCCC[C@@H]1CNC(=S)N1CCCC | 0.0 | 0 | -3 | 0 | -3 | -0.1 | 4 | 10
37 | CC1(c2cccc(Br)c2)NC(=O)N(CC(=O)Nc2cccnc2Cl)C1=O (configuration not stated) | 0.1 | 7 | -3 | 1 | 2 | -1.0 | 3 | -7
38 | Cc1cc(-n2c(C)cc(C(=O)COc3ccccc3[N+](=O)[O-])c2C)no1 | -0.1 | -15 | -2 | nt | nt | -0.4 | 6 | nt
39 | O=C(C[C@@H]1C/C=C\CCC(=O)OC[C@@H]2CCCN2C1=O)N[C@H](CO)Cc1ccccc1 | -0.1 | -12 | -5 | -1 | nt | -0.2 | 7 | -4
40 | CN(CCc1cn[nH]c1)Cc1nc(C(c2ccccc2)c2ccccc2)no1 | 0.6 | -11 | 0 | -4 | -3 | nt | -2 | -15
41 | CCN(CC)S(=O)(=O)c1cc(Cl)ccc1OC | 0.0 | -9 | 0 | -7 | -6 | -0.3 | 4 | nt
42 | COCCNC(=O)C1CCC(=O)N1S(=O)(=O)c1ccc(C)cc1 (configuration not stated) | 0.0 | 5 | 6 | -1 | -6 | nt | 3 | 5
43 | Cc1cccc(-c2ccc([C@@H]3[C@@H](CO)N4C(=O)CN(C(=O)c5cccnc5)C[C@H]34)cc2)c1 | 0.1 | -33 | 3 | 0 | nt | 0.5 | -7 | nt
44 | CCNC(=O)C(Cc1ccccc1)NC(=O)OCc1ccccc1 (configuration not stated) | 0.1 | 0 | -4 | 2 | 1 | -3.8 | -8 | -5
45 | CCN(C(=O)C(C)OC(=O)C1C(C(=O)OC)=C(C)NC(C)=C1C(=O)OC)c1ccccc1 (configuration not stated) | 0.0 | -10 | -2 | 7 | 2 | 0.0 | 1 | 3
46 | CC1CC(C)CN(S(=O)(=O)N2CCCC(C(=O)NC3CCCCC3)C2)C1 (configuration not stated) | 0.0 | -5 | -3 | 0 | 3 | nt | 8 | 13
47 | Cn1cc(C(N)=O)c2ccccc21 | nt | -10 | -3 | -1 | -8 | nt | -5 | 1
48 | CCCCn1nc2cc(C(=O)NCCc3ccc(C)cc3)ccc2c1OCC | 0.0 | -9 | -3 | -4 | 2 | 0.0 | 3 | -14
49 | Cc1ccccc1OCC(=O)Nc1cc(S(=O)(=O)N2CCOCC2)ccc1N1CCCC1 | 0.0 | -419 | -7 | 1 | 3 | -0.7 | -1 | -4
50 | Cc1ccc(C(=O)N(CC(=O)Nc2sc(C)c(C)c2C(N)=O)C2CCCC2)cc1 | 0.1 | -16 | -10 | -3 | -3 | nt | 2 | -1
51 | CC(=O)N1CCN(c2ccnc3cc(Cl)ccc23)CC1 | -0.1 | -5 | 0 | 0 | -9 | nt | nt | 2
52 | O=C(O)CCn1c(SCCOc2ccccc2F)nc2ccccc21 | 0.2 | -8 | -1 | -2 | 8 | -0.1 | 0 | -3
53 | C[C@@H]1CN([C@@H](C)CO)C(=O)c2cc(NS(=O)(=O)c3ccccc3)ccc2O[C@@H](C)CCCCO[C@@H]1CN(C)Cc1ccc2c(c1)OCO2 | 0.8 | 24 | 3 | 0 | 3 | nt | 1 | -8
